PHOSPHO1 block: PubChem AID 1565 | inhibition, % at 13.3 µM | Phosphoethanolamine/phosphocholine phosphatase (Homo sapiens), Q8TCT1 | hit rate 1.1% among 290,000 | recombinant PHOSPHO1, absorbance phosphatase assay; in the data active means inhibition above about 60%
CRFR2-BP antag: antagonists of CRF-BP/CRF-R2 complex, primary screen, cell-based, HEK293, calcium dye fluorescence, uHTS | CRF-induced calcium fluorescence | inhibition, % at 11.8 µM | hit rate 0.59% among 350,000 | AID 588475, 2011;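 active means inhibition of the ligand-induced calcium signal above about 50% at the single tested concentration, limit read from the data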
CRFR2-BP ag: agonists of CRF-BP/CRF-R2 complex, primary screen, cell-based, HEK293, calcium dye fluorescence, uHTS | calcium dye fluorescence (FLIPR); percent of saturating CRF peptide response | CRF-binding protein / CRF receptor 2 complex (human) | AID 588473, 2011 | activation, % at 13.2 µM | hit rate 0.46% among 350,000;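 active means activation of at least 50%, plus an integration ratio under a set limit after plate pattern correction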;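 further: plate controls were neutral control wells without compound for no effect and CRF at EC100 for full effect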
GalR3 antag: GalR3 antagonists in HEK293 cells, primary screen, cell-based, fluorescence readout; Galanin receptor type 3 (Homo sapiens), O60755; AID 651719, 2012; hit rate 0.44% among 360,000; inhibition, % at 3 µM; HEK293 GalR3-CNG cAMP membrane potential fluorescence; galR3 body fused to GalR1 C-terminus;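 active means inhibition above the screen-wide average plus 3 SD, cut at about 13% in these data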;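 further: forskolin and galanin both at EC90 stimulate the cells; cAMP rise reported by CNG channel membrane potential dye signal; 0% = forskolin plus galanin with DMSO and 100% = forskolin alone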
CHRM4 PAM: human M4 muscarinic receptor positive allosteric modulators, primary screen, CHO-K1 cells, Fluo-8 calcium fluorescence; CHO-K1 hM4/Gqi5, ACh EC20; 0% = ACh EC20, 100% = maximal ACh; activation, % at 3 µM; hit rate 0.4% among 360,000;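 active means activation above its plate's cutoff, the mean activation of sample wells plus 3 SD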; further: some results filed as inactive read as strong as hits
MEKK3 PB1 HTS: modulators of MEKK3-MEK5 PB1 binding, primary screen, biochemical, wildtype MEKK3, multiplex bead flow cytometry, Alexa488-MEK5. Mitogen-activated protein kinase kinase kinase 3 (Homo sapiens), Q99759. bead-based flow cytometry, Alexa488-MEK5 binding to MEKK3; actives lie on both sides; 0 = blocked by unlabeled MEK5, 100 = vehicle. binding response (% of control), % at 10 µM. hit rate 1.4% among 290,000. AID 1529, 2009;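 active means binding response more than 3 SD above or below the average of its plate-row segment, actives on both sides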;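 further: Alexa488 bead fluorescence after subtracting the streptavidin-only scavenger bead signal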
pCIP destab: p/CIP-EGFP fusion destabilizers, primary screen, fluorescence, F442A cells; Q05BA5; hit rate 0.01% among 290,000; AID 1984, 2009; decrease of EGFP signal, % at 10 µM; 16 h;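 active means EGFP signal decrease of at least 30% at 10 µM or well 3 SD below plate mean, unless failing retest; inactive means the rest, including hits failing retest or dose response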; further: some compounds called inactive have numbers as strong as hits; many of its hits are not listed in these tables
Target sequence (Q05BA5 1-1403): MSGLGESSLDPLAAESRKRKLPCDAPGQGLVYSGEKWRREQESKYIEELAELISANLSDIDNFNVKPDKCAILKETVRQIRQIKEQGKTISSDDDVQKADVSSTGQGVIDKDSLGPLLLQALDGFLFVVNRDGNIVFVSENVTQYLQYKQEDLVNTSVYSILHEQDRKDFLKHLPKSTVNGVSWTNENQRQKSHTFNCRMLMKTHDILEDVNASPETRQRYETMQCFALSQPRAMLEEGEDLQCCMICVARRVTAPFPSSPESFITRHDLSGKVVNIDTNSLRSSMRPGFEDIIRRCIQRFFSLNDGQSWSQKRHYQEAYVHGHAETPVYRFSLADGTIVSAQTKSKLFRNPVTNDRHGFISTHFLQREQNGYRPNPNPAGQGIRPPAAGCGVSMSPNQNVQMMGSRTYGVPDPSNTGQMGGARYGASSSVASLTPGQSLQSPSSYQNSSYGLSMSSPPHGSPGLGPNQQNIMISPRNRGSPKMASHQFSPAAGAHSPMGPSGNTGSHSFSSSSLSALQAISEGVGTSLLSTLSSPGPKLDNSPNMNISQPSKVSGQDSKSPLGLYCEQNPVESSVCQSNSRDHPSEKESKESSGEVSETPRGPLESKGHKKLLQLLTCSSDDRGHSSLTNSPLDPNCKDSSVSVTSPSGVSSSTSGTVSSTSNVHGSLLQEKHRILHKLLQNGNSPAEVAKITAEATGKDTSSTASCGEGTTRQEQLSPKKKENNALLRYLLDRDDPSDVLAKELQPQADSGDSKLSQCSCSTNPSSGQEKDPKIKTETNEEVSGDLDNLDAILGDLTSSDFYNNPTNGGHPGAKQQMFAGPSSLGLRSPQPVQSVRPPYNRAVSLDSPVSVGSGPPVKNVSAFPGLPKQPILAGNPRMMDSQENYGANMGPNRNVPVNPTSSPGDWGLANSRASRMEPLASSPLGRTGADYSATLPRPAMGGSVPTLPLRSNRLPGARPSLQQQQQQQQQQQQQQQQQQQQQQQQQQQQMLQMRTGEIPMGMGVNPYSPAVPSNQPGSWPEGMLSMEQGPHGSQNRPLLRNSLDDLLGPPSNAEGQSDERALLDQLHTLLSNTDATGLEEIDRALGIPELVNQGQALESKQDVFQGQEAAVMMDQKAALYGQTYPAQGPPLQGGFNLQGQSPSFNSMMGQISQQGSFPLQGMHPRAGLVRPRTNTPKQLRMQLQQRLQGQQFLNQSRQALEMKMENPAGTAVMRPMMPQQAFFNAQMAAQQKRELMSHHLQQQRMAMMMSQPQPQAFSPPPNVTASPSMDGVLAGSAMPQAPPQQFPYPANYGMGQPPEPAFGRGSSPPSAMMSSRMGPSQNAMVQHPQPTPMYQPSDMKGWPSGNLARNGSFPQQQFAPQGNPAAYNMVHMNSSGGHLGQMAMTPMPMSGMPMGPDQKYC
IDE inh: human IDE inhibitors in live cells, primary screen, fluorescence polarization, HEK cells, FAbetaB substrate. Insulin-degrading enzyme (Homo sapiens), P14735. FAbetaB cleavage. inhibition, % at 5.59 µM. hit rate 0.41% among 320,000. AID 434962, 2010;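 active means percent inhibition above the average of all tested compounds plus 3 SD, set per screening campaign, cut at about 16% in these data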;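 further: IDE supplied by intact live HEK cells; FP after avidin binding of uncleaved biotin substrate so inhibition keeps polarization high; 0% = DMSO wells and 100% = 60 µM reference IDE inhibitor Ii1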
IDE cell activ: human IDE activators in live cells, primary screen, fluorescence polarization, HEK cells, FAbeta-B substrate; activation, % at 5.96 µM; FAbeta-B cleavage; 0% vehicle, 100% cell-free pure enzyme wells; Insulin-degrading enzyme (Homo sapiens), P14735; hit rate 0.073% among 340,000;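 active means activation above the mean of all tested compounds plus 3 SD, set per screening campaign, cut at about 17% in these data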
Numbers without * were called inactive; . = no result given. The order is random. About 4.2% of those tested had a hit in this group.

SMILES | PHOSPHO1 block | CRFR2-BP antag | CRFR2-BP ag | GalR3 antag | CHRM4 PAM | MEKK3 PB1 HTS | pCIP destab | IDE inh | IDE cell activ
O=c1[nH]c2cc3c(cc2cc1CN(CCO)S(=O)(=O)c1ccccc1Cl)OCCO3 | 6 | -20 | 0.1 | 7 | -6 | 102 | 5 | -3 | 2
CCN(CC)C(=O)N(CC)Cc1ccccc1 | 16 | 1 | -1.3 | 1 | 2 | 102 | -26 | 4 | 6
c1ccc(CCN(Cc2ccccc2)Cc2nc(C3CC3)no2)cc1 | -1 | -34 | 0.6 | -5 | 3 | 92 | 3 | 9 | 2
CN(C)C(CN=C1NS(=O)(=O)c2ccccc21)c1ccco1 (stereo unspecified) | 15 | -15 | -2.6 | -3 | -3 | 104 | -6 | 2 | -1
CCOC(=O)C1CN(S(=O)(=O)c2ccc(OC)cc2)c2cc(S(=O)(=O)CC)ccc2O1 (stereo unspecified) | -133 | 8 | -3.7 | -2 | 1 | 88 | 13 | 2 | -3
N#CCC(CNc1ncc(C(F)(F)F)cc1Cl)OC(=O)c1cccc([N+](=O)[O-])c1 (stereo unspecified) | -7 | -7 | -1.5 | -2 | -6 | 91 | -12 | -4 | -2
O=C(C1CCN(S(=O)(=O)c2ccccc2)CC1)N1CCC1 | . | -1 | -0.3 | 1 | -1 | . | . | -5 | -1
CCOc1ccc(OCC)c(NC(=O)C2CCCN(c3nc(C)cc(C)n3)C2)c1 (stereo unspecified) | -10 | 28 | -6.4 | . | -4 | 105 | 5 | 2 | -2
O=C(NNC(=O)c1ccccc1F)c1ccc(-n2cncn2)c([N+](=O)[O-])c1 | . | 15 | 0.6 | -4 | 1 | . | . | -1 | 5
CCCCOc1ccc(S(=O)(=O)NNC(=O)C2Cc3c(ccc4ccccc34)O2)cc1 (stereo unspecified) | -26 | -71 | -0.8 | -5 | 1 | 105 | -2 | 0 | 2
COc1ccc(S(=O)(=O)N2CCOC2CNC(=O)C(=O)NCCc2ccccc2)cc1 (stereo unspecified) | 15 | 25 | -0.3 | . | -4 | 98 | 0 | 7 | 6
Cc1ccc(/C=N/n2c(C3CCCCC3)n[nH]c2=S)s1 | -4 | -5 | 0.1 | -5 | 12 | 105 | -1 | 6 | -15
O=C(O)c1ccccc1-c1ccc(/C=c2\sc3nc4cc(Br)cnc4n3c2=O)o1 | 62* | -156 | 157* | . | 3 | . | 5 | 6 | -10
C=CCNC(=S)N(Cc1ccccc1)Cc1ccc(F)cc1 | -80 | -27 | -0.8 | -7 | -8 | 101 | 9 | 3 | 7
COc1ccc(-n2nc(C(=O)NCC(=O)N3CCCCCC3)c3ccccc3c2=O)cc1 | -18 | -9 | -0.3 | -8 | 0 | 104 | -3 | 4 | 4

A portion from further up:
SMILES | PHOSPHO1 block | CRFR2-BP antag | CRFR2-BP ag | GalR3 antag | CHRM4 PAM | MEKK3 PB1 HTS | pCIP destab | IDE inh | IDE cell activ
O=C(NNC(=O)c1ccccc1F)c1ccc(-n2cncn2)c([N+](=O)[O-])c1 | . | 15 | 0.6 | -4 | 1 | . | . | -1 | 5
CCCCOc1ccc(S(=O)(=O)NNC(=O)C2Cc3c(ccc4ccccc34)O2)cc1 (stereo unspecified) | -26 | -71 | -0.8 | -5 | 1 | 105 | -2 | 0 | 2
COc1ccc(S(=O)(=O)N2CCOC2CNC(=O)C(=O)NCCc2ccccc2)cc1 (stereo unspecified) | 15 | 25 | -0.3 | . | -4 | 98 | 0 | 7 | 6
Cc1ccc(/C=N/n2c(C3CCCCC3)n[nH]c2=S)s1 | -4 | -5 | 0.1 | -5 | 12 | 105 | -1 | 6 | -15
O=C(O)c1ccccc1-c1ccc(/C=c2\sc3nc4cc(Br)cnc4n3c2=O)o1 | 62* | -156 | 157* | . | 3 | . | 5 | 6 | -10
C=CCNC(=S)N(Cc1ccccc1)Cc1ccc(F)cc1 | -80 | -27 | -0.8 | -7 | -8 | 101 | 9 | 3 | 7
COc1ccc(-n2nc(C(=O)NCC(=O)N3CCCCCC3)c3ccccc3c2=O)cc1 | -18 | -9 | -0.3 | -8 | 0 | 104 | -3 | 4 | 4

Next section.
SMILES | PHOSPHO1 block | CRFR2-BP antag | CRFR2-BP ag | GalR3 antag | CHRM4 PAM | MEKK3 PB1 HTS | pCIP destab | IDE inh | IDE cell activ
Cn1c(N)c(C(=O)COC(=O)/C=C/c2cccc(Cl)c2)c(=O)n(C)c1=O | . | -12 | 2.3 | -3 | -6 | . | . | 5 | 2
Cn1cc(CNCC2CCCO2)c(-c2ccc(Oc3ccccc3)cc2)n1 (stereo unspecified) | 22 | -9 | 4.1 | -4 | -9 | 99 | 3 | 0 | 2
NS(=O)(=O)c1ccc(NC(=S)NC2CC2)cc1 | -29 | -5 | 0.4 | -2 | 6 | 99 | -13 | 2 | 6
O=C(CN1C(=O)CSc2ccccc21)NC1CCCC1 | 28 | 14 | -0.7 | -6 | -1 | . | -7 | 0 | 2
Cc1sc2ncnc(N/N=C/c3cccc(O)c3)c2c1C | -5 | -13 | 0.0 | 1 | 2 | 100 | -4 | 2 | 1
CC(C)(C)c1ccc(OC(=O)c2cccnc2)cc1 | 4 | -6 | -0.5 | -3 | 6 | 107 | -5 | -2 | -1
Cc1ccc(C)c(S(=O)(=O)N2CCCC2CNC(=O)C(=O)NC2CC2)c1 (stereo unspecified) | . | 8 | -1.4 | -3 | 10 | . | . | 5 | 1
O=C1OC(=O)C2C1[C@@H]1CC[C@H]2O1 (stereo partly specified) | 8 | 14 | 0.7 | . | 2 | 53 | -5 | 2 | 0
COc1cccc(-c2c(C(=O)N/N=C/c3ccc(C)s3)nnn2-c2nonc2N)c1 | 31 | -52 | 0.9 | -1 | 0 | 102 | -14 | 2 | -2
O=C(COc1cccc2cccnc12)Nc1ccccc1 | -4 | -17 | 0.5 | 0 | -15 | 116 | 9 | -10 | -3
CCn1cc(Cl)c(C(=O)NNC(=O)CCn2ccc([N+](=O)[O-])n2)n1 | 19 | 8 | -1.0 | -2 | 3 | 101 | -1 | 6 | 0
O=C(NC(c1ccccc1)c1cc(Cl)c2cccnc2c1O)c1cccnc1 (stereo unspecified) | -2 | . | . | 10 | . | 111 | -11 | 7 | .
O=c1[nH]c2ccccc2nc1N1CCOCC1 | 2 | 4 | -0.8 | -5 | 2 | 105 | 0 | 2 | -3
COc1ccc(OCC(=O)N2CCC3(CC2)CC(=O)c2ccccc2O3)cc1 | . | -2 | -1.1 | -5 | -1 | . | . | -1 | 5
CC(C)N1C(=O)C(Cc2nc3ccccc3c(=O)n2-c2ccccc2)c2ccccc21 (stereo unspecified) | 20 | 9 | -1.5 | -1 | -4 | 105 | 8 | 5 | 3

Two entries picked at random from the list so far, as already listed:
SMILES | PHOSPHO1 block | CRFR2-BP antag | CRFR2-BP ag | GalR3 antag | CHRM4 PAM | MEKK3 PB1 HTS | pCIP destab | IDE inh | IDE cell activ
COc1ccc(OCC(=O)N2CCC3(CC2)CC(=O)c2ccccc2O3)cc1 | . | -2 | -1.1 | -5 | -1 | . | . | -1 | 5
c1ccc(CCN(Cc2ccccc2)Cc2nc(C3CC3)no2)cc1 | -1 | -34 | 0.6 | -5 | 3 | 92 | 3 | 9 | 2

Continuation.
SMILES | PHOSPHO1 block | CRFR2-BP antag | CRFR2-BP ag | GalR3 antag | CHRM4 PAM | MEKK3 PB1 HTS | pCIP destab | IDE inh | IDE cell activ
Cc1noc(C)c1COc1ccc(CC(=O)NCc2ccccc2)cc1 | -6 | 19 | -1.1 | -3 | 1 | 99 | -2 | 12 | 4
COc1ccc(CN2C(=O)c3ccccc3C2=O)cc1C(=O)Nc1ccccc1N1CCOCC1 | 12 | -14 | -0.3 | 0 | -1 | 99 | 2 | 3 | 5
COc1ccccc1C(=O)Nc1c2c(nn1-c1ccc(Cl)cc1)CS(=O)(=O)C2 | 33 | 4 | -0.6 | 0 | 3 | 105 | -14 | -4 | 1
COc1ccc(NC(=S)N(Cc2cccnc2)Cc2ccco2)cc1 | 24 | 4 | -0.9 | 0 | -4 | 96 | -9 | 3 | -1
S=c1[nH]nc(CCc2ccccc2)n1Cc1ccccc1 | 14 | 11 | -0.5 | -5 | -9 | 104 | 5 | 7 | 0
CNc1nc(SC)n(C)c(=O)c1N=O | 37 | . | . | . | . | 86 | 2 | 1 | .
CCOC(=O)Cc1csc(NC(=O)COc2ccccc2OCC)n1 | -11 | 14 | 1.1 | -5 | -5 | 93 | -1 | -1 | 5
CCOC(=O)C(C)n1cnc2c(nnn2Cc2ccc(Cl)cc2)c1=O (stereo unspecified) | -9 | -1 | 1.1 | -3 | -6 | 98 | 1 | 6 | 4
CCOC(=O)c1c(NC(=O)CSc2nncn2C)sc(C)c1C | 10 | -11 | 3.8 | -6 | 1 | . | 1 | -2 | -6
C/C(=N\NC(=O)c1ccccc1-n1cccc1)C1CC1 | -22 | 2 | -0.8 | 1 | 5 | 117 | -5 | 2 | 2
CC1(C)CC2(CCO1)OC(=O)CC2C(=O)Nc1ccc(Cl)cc1[N+](=O)[O-] (stereo unspecified) | -6 | -3 | -0.5 | 0 | -11 | 98 | -10 | 9 | 4
O=C(Nc1ccc2c(c1)Cc1ccccc1-2)c1ccco1 | 11 | -27 | -1.3 | 0 | 8 | 94 | 1 | 4 | -3
NNC(=S)Nc1c(F)cc(F)cc1Br | -100 | -10 | -1.5 | -6 | -5 | 89 | 5 | 11 | 3
Cc1c(C(=O)Nc2ccccn2)sc2nc3n(c(=O)c12)CCC3 | 12 | 1 | 2.0 | -5 | 1 | 103 | -64 | 1 | -2
COc1cccc(NC(=O)CCC2CCN(C(=O)c3cccc(NC(C)=O)c3)CC2)c1 | 46 | -16 | 0.0 | -2 | 2 | 104 | -4 | -5 | -2
CN(C(=O)c1ccc(S(=O)(=O)N2CCOCC2)cc1)C1CCS(=O)(=O)C1 (stereo unspecified) | . | 2 | 0.2 | 1 | -2 | . | . | 0 | 0
Cc1ccc(CSCC(=O)NCc2cccs2)cc1 | 7 | -1 | -0.9 | 1 | 6 | 104 | -1 | 0 | 4
CCN(c1cccc2ccccc12)S(=O)(=O)c1cccs1 | . | 26 | -0.5 | -3 | 5 | . | . | 2 | 3
Cc1nc(SCc2nc3cc(Cl)c(F)cc3[nH]2)c2oc3ccccc3c2n1 | . | 1 | 1.9 | 0 | 0 | . | . | 7 | -8
CN1C(=O)N(C)C2(c3ccccc3)NC(=O)NC12c1ccccc1 (stereo unspecified) | 7 | -2 | 3.7 | -3 | 0 | 101 | 13 | 6 | 0
COc1ccc(/C=N/Nc2ccc(C(=O)O)cc2)cc1Br | -23 | 33 | -1.6 | -5 | -4 | 103 | 9 | -1 | 0
Cc1cccc(C)c1Nc1nnc(SCC(=O)NCc2ccco2)s1 | 33 | 3 | -1.1 | 0 | 8 | 104 | 6 | 4 | -1
CCCn1c(N)c(N2CCCCC2)c(=O)n(CC(=O)Nc2ccc(OC(F)(F)F)cc2)c1=O | 5 | -17 | -2.1 | -2 | 8 | 104 | 18 | 0 | 5

Source: PubChem (several laboratories)
